Source: PubChem
PGE2 EP2 inh – inhibitors of human EP2 prostaglandin E2 receptor; P43116; C6 glioma cells expressing human EP2, cAMP TR-FRET; cells stimulated with saturating PGE2; inhibition, % at 25 µM; hit rate 0.52% among 260,000; AID 1422;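 active means percent inhibition above 40 after rounding to a whole number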;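 further: rat C6 glioma host cells with rolipram phosphodiesterase inhibitor present; the protocol text gives 20 µM as final concentration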
Target sequence (P43116 whole entry, looked up): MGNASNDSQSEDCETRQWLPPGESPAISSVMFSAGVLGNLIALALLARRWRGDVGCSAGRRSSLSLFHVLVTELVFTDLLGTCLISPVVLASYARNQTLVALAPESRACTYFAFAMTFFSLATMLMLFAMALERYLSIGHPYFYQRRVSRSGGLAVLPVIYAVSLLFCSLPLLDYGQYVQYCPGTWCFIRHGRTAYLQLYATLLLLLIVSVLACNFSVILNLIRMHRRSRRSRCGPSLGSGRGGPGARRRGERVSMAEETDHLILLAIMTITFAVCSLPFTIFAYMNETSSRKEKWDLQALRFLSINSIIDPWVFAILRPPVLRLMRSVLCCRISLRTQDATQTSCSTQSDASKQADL
FXIa inh – factor XIa (human) inhibition; P03951; purified FXIa, Boc-Glu-Ala-Arg-AMC fluorogenic substrate; inhibition, % at 5 µM; hit rate 0.14% among 220,000;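 active means inhibition of at least 40%; inactive means inhibition below 40%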;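 further: fluorescence of freed AMC excited at 355 nm; 0% = enzyme without compound and 100% = no enzyme blank; many of its hits are not listed in these tables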
Target sequence (P03951 19-387 limits assumed): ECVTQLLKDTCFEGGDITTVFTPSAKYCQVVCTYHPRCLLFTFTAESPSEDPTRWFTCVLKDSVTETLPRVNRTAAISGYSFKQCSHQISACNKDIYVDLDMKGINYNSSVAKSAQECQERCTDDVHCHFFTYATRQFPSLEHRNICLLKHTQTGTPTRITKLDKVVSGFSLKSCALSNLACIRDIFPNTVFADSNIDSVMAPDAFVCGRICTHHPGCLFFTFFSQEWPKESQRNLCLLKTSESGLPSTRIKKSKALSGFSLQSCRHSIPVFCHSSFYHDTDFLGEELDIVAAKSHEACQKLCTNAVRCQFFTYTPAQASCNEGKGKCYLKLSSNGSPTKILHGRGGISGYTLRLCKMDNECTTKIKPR
Target sequence (P03951 388-625 limits assumed): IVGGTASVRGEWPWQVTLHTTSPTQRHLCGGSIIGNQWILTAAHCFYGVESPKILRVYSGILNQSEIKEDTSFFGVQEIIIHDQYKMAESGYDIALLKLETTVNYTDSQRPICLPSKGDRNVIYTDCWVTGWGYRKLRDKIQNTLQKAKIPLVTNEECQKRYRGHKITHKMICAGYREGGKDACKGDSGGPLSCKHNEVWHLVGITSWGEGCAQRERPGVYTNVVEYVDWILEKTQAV
zVAD death inh – blocks zVAD induced death of L929 cells; viability rescue, % at 10 µM; L929 zVAD necroptosis rescue, ATP luminescence, 24 h; with zVAD 60 µM; hit rate 0.38% among 220,000;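 active means activation, scaled between plate controls, above about 75%, limit read from the data; inactive means activation under that limit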;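 further: 0% = zVAD with DMSO and 100% = DMSO alone without zVAD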
TbHK1 inh – blocks Trypanosoma brucei hexokinase 1 activity; inhibition, % at 10 µM; recombinant TbHK1, G6PDH-coupled NADH A340; hit rate 0.11% among 220,000;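 active means inhibition of 50% or more in the single-dose primary screen; inactive means inhibition below 50%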
TNF death inh – blocks TNF-alpha induced death of Jurkat FADD-/- cells; Jurkat FADD-/- TNF necroptosis rescue, ATP luminescence, 24 h; 0 = TNF only, 100 = no-TNF cells; activation (protection from cell death), % at 10 µM; hit rate 0.068% among 220,000; AID 463075;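 active means activation, meaning protection from cell death, of at least 50% relative to plate controls; inactive means activation below 50%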;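 further: necroptosis triggered by 40 ng/mL TNF-alpha added together with compound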
Wee1 stabilizer – blocks degradation of human Wee1 kinase; HeLa Luc-Wee1K328M stability, luciferase luminescence; 100% = proteasome inhibitor MG132 effect; P30291; AID 1321; hit rate 1.2% among 220,000; reporter increase, % at 5 µM;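 active means activation above the mean of all tested compounds plus 3 SD, set per screening run, cut at about 8.8% in these data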;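 further: cells exposed to compound for 20 h before luminescence read; 0% = DMSO alone and 100% = MG132 at 30 µM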
CHOP inh – CHOP inhibition in unfolded protein response; CHO-K1 CHOP-promoter luciferase, tunicamycin-induced, 15-18 h; inhibition, % at 10 µM; hit rate 3.8% among 220,000; AID 2732;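 active means compounds that reduced the stress-induced luciferase reporter signal by more than about 70% of percent inhibition, limit read from the data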;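 further: 0% = tunicamycin plus vehicle and 100% = wells without tunicamycin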
FXIIa inh 1536 – blocks human coagulation factor XIIa protease activity | AID 800 | inhibition, % at 5 µM | hit rate 0.3% among 220,000 | purified FXIIa, Boc-QGR-AMC fluorogenic substrate, 2 h | P00748; in the data active means inhibition above about 40%;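 further: 0% = enzyme with no compound and 100% = blank without enzyme; many of its hits are not listed in these tables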
PPC-1+TRAIL kill – kills PPC-1 cancer cells in the presence of TRAIL | PPC-1 cells + TRAIL, ATPLite viability luminescence | cell killing (% activity), % at 4 µM | hit rate 0.41% among 220,000;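 active means cell killing above 50% in the first pass at 4 µM, then a duplicate retest at 5 µM averaging 50% or more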;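 further: plate controls were cells with TRAIL plus DMSO for no effect and medium-only wells lacking cells for full effect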
The depositor's hits bear a star; / = not tested or not shown.

1. O=C(COC(=O)c1ccccc1C(=O)c1ccc(Cl)cc1)NCCc1ccccc1
2. OCCN1CCN(C(=S)c2ccc(Cl)cc2)CC1
3. COc1cc(NC(=S)NCCc2ccccc2)c(OC)cc1NC(=O)CC(C)C
4. Cc1cc(C)c(S(=O)(=O)c2ccccc2)c(OC(=O)c2cc(F)c(F)cc2Cl)n1
5. O=C(c1cc2ccccc2oc1=O)N(Cc1cccs1)CC1CCCO1 (stereo unspecified)
6. CCc1nc2c(oc3ccccc32)c(=O)[nH]1
7. CC(c1ccc(F)cc1)n1cc(C(=O)NCc2ccccn2)nn1 (stereo unspecified)
8. CCN(C(=O)COC(=O)c1cc(-c2cccs2)nc2ccccc12)C1CCS(=O)(=O)C1 (stereo unspecified)

Assay by compound | 1 | 2 | 3 | 4 | 5 | 6 | 7 | 8
PGE2 EP2 inh | 7 | 14 | 6 | 28 | 3 | -2 | 4 | 11
FXIa inh | 1 | -4 | -4 | -6 | -3 | -10 | 28 | 3
zVAD death inh | 1.4 | 0.1 | 2.3 | 0.1 | 1.2 | 0.6 | -0.1 | 1.8
TbHK1 inh | -2 | 1 | -1 | -1 | -9 | 4 | 1 | -14
TNF death inh | 0.9 | -0.3 | -1.3 | -2.8 | 2.3 | -0.8 | 1.3 | 1.4
Wee1 stabilizer | 2 | -1 | 1 | 1 | -1 | -2 | 0 | 6
CHOP inh | 33 | 30 | -9 | 107* | 1 | -11 | 15 | 20
FXIIa inh 1536 | 3 | -7 | -2 | 1 | 2 | 1 | 4 | 6
PPC-1+TRAIL kill | 2 | 27 | -7 | -19 | 8 | 22 | 6 | 17

9. CCc1ccc(NC(=O)C2CCCN(S(=O)(=O)c3c(C)[nH]c(=O)[nH]c3=O)C2)cc1 (stereo unspecified)
10. CC(=O)NC1C(=O)N(C)c2ccc(Br)cc21 (stereo unspecified)
11. CN1c2ccccc2C(=O)NC1c1ccc([N+](=O)[O-])s1 (stereo unspecified)
12. COCCN1CN(S(=O)(=O)c2ccccc2)c2nc3ccccc3nc21
13. Cc1ccc(/C=N/NC(=O)CNC(=O)c2ccc(C)c([N+](=O)[O-])c2)o1
14. CCc1cc2c(N3CCCCC3)ncnc2s1
15. O=C1CNCc2[nH]c3ccccc3c2N1c1ccccc1
16. CCOC(=O)C1CCN(Cc2c(O)ccc3ccccc23)CC1

Assay by compound | 9 | 10 | 11 | 12 | 13 | 14 | 15 | 16
PGE2 EP2 inh | 5 | 6 | 1 | 11 | 9 | 10 | 9 | 3
FXIa inh | -6 | 16 | 3 | -10 | 2 | -8 | 1 | 5
zVAD death inh | 1.8 | -0.2 | 0.6 | -0.4 | 4.9 | -0.2 | -0.1 | 0.0
TbHK1 inh | -8 | -3 | -25 | -13 | -7 | 2 | -11 | 4
TNF death inh | 0.6 | 0.4 | 2.1 | -0.4 | 0.6 | -6.4 | -2.6 | -4.0
Wee1 stabilizer | 0 | -2 | -2 | 1 | 1 | 1 | 0 | 2
CHOP inh | 5 | 6 | 0 | 14 | 13 | 44 | 29 | 27
FXIIa inh 1536 | 1 | 21 | 3 | -13 | 5 | 12 | 11 | 15
PPC-1+TRAIL kill | 14 | 0 | -3 | -7 | 5 | 4 | -4 | -9

17. CCOn1c(SCC)nc2ccccc2c1=O
18. COC(=O)c1ccc(NC(=O)c2ccco2)cc1
19. COC(=O)CSc1nnc(CNc2ccc(Cl)cc2)n1-c1ccccc1
20. CCC(=O)N=c1sc2cc([N+](=O)[O-])ccc2n1CCOC
21. COc1ccc(CNC(=O)CSc2nnc3nc(C)cc(C)n23)cc1OC
22. COC(CNC(=O)c1cnn2c(C)c(Cc3ccccc3)c(C)nc12)OC
23. Nc1c(C(=O)c2ccccc2)oc2ccc(Br)cc12
24. CC[n+]1cccc(-c2nc3ccccc3s2)c1

Assay by compound | 17 | 18 | 19 | 20 | 21 | 22 | 23 | 24
PGE2 EP2 inh | 6 | 8 | 13 | 5 | 6 | 8 | 5 | 12
FXIa inh | 7 | 2 | 13 | 0 | -5 | -2 | 2 | 0
zVAD death inh | -0.2 | 2.2 | -0.2 | 0.9 | 1.0 | -0.8 | 0.4 | 2.0
TbHK1 inh | 0 | 0 | -5 | 2 | 2 | -7 | 0 | -17
TNF death inh | -1.2 | 0.8 | 0.6 | -0.5 | 0.0 | -0.9 | 1.7 | 0.0
Wee1 stabilizer | 2 | 0 | 2 | -3 | 4 | -2 | 0 | 1
CHOP inh | 15 | 39 | 7 | -22 | 6 | 5 | 19 | -2
FXIIa inh 1536 | 12 | 11 | 35 | 3 | 7 | 4 | 10 | 15
PPC-1+TRAIL kill | 21 | 18 | -3 | 40 | -8 | 9 | 11 | 0

25. O=C1CC(N2CCC(c3nc4ccccc4o3)CC2)C(=O)N1c1cc(Cl)cc(Cl)c1 (stereo unspecified)
26. O=C(COC(=O)[C@H](Cc1ccccc1)NC(=O)c1cccs1)NC1CC1
27. CC(C)c1ccc(N2C(=O)/C(=C/N(C)C)SC2=S)cc1
28. CCn1cc(C(=O)N2CCN(c3cccc(Cl)c3)CC2)c2cc(OC)c(OC)cc2c1=O
29. CC1(C)Cc2c(c(N3CCOCC3)nc3snc(N)c23)CO1
30. COC(=O)C1=C(C(=O)OC)[C@@H]2N(C)c3ccccc3[C@@]23C[C@@H](C(=O)OC)N(C(=O)c2cc(C)oc2C)C3=N1
31. Cc1nn(-c2ccccc2)c(Cl)c1/C=N/NC(=O)CNC(=O)c1ccccc1Cl
32. O=C(N/N=C/c1ccc(-c2cccc([N+](=O)[O-])c2)o1)c1ccccc1O

Assay by compound | 25 | 26 | 27 | 28 | 29 | 30 | 31 | 32
PGE2 EP2 inh | 10 | 2 | 3 | 6 | 22 | 13 | 3 | 6
FXIa inh | 6 | 18 | 2 | 2 | 1 | 2 | -4 | 10
zVAD death inh | 0.1 | 0.7 | -0.2 | 1.3 | 0.2 | -0.1 | 52 | -0.5
TbHK1 inh | -14 | 5 | -4 | -12 | -4 | -22 | 0 | 4
TNF death inh | 0.2 | 1.9 | -4.7 | -3.9 | -14 | -2.4 | 7.6 | -3.4
Wee1 stabilizer | -1 | -1 | 2 | -2 | 2 | / | -1 | 5
CHOP inh | 49 | -25 | 16 | 43 | -1 | 7 | 11 | 37
FXIIa inh 1536 | 15 | 26 | 10 | 13 | 14 | 8 | 0 | 13
PPC-1+TRAIL kill | -1 | 2 | -8 | 17 | 27 | 17 | 4 | 9

Compound profiles, from the list above. Order of values: PGE2 EP2 inh, FXIa inh, zVAD death inh, TbHK1 inh, TNF death inh, Wee1 stabilizer, CHOP inh, FXIIa inh 1536, PPC-1+TRAIL kill
Results for `CC1(C)Cc2c(c(N3CCOCC3)nc3snc(N)c23)CO1` : 22, 1, 0.2, -4, -14, 2, -1, 14, 27
Results for `O=C(N/N=C/c1ccc(-c2cccc([N+](=O)[O-])c2)o1)c1ccccc1O` : 6, 10, -0.5, 4, -3.4, 5, 37, 13, 9
Results for `O=C(COC(=O)[C@H](Cc1ccccc1)NC(=O)c1cccs1)NC1CC1` : 2, 18, 0.7, 5, 1.9, -1, -25, 26, 2
Results for `CCn1cc(C(=O)N2CCN(c3cccc(Cl)c3)CC2)c2cc(OC)c(OC)cc2c1=O` : 6, 2, 1.3, -12, -3.9, -2, 43, 13, 17
Results for `O=C1CC(N2CCC(c3nc4ccccc4o3)CC2)C(=O)N1c1cc(Cl)cc(Cl)c1` (stereo unspecified) : 10, 6, 0.1, -14, 0.2, -1, 49, 15, -1

(continued)
33. NC(Cc1cccc2nsnc12)C(=O)O (stereo unspecified)
34. CC1(C(=O)OCC(=O)Nc2ccccc2)CC1(Cl)Cl (stereo unspecified)
35. CN(C(=O)CC1C(=O)NCCN1Cc1ccc(F)cc1)C1CCOCC1 (stereo unspecified)
36. O=C(c1noc2c1CCCC2)N1CCN(C(c2ccccc2)c2ccccc2)CC1
37. NNC(=O)CN1C(c2ccc(Br)cc2)=Nc2ccc(Br)cc2C1c1ccccc1 (stereo unspecified)
38. CC(CCO)Nc1nc2c(c(=O)n(C)c(=O)n2C)n1Cc1cccc(Br)c1 (stereo unspecified)
39. CC1(C)C2C/C(=N\O)C(C)(/[N+]([O-])=C/c3cccc([N+](=O)[O-])c3)CC21 (stereo unspecified)
40. CCCNC(=O)N(C)c1nncnc1C(=O)NC

Assay by compound | 33 | 34 | 35 | 36 | 37 | 38 | 39 | 40
PGE2 EP2 inh | -9 | 4 | 7 | 4 | 10 | -8 | 7 | 2
FXIa inh | -18 | 2 | -3 | -4 | -2 | 3 | -7 | 6
zVAD death inh | 0.9 | 2.5 | -0.2 | -0.9 | 0.2 | -0.6 | -1.1 | 0.2
TbHK1 inh | 58* | -3 | -6 | 0 | -16 | -7 | -5 | -2
TNF death inh | 1.3 | 0.9 | 1.5 | 3.2 | -1.4 | -1.2 | -5.0 | -1.1
Wee1 stabilizer | 2 | 3 | -3 | 2 | -3 | 0 | -4 | 1
CHOP inh | -8 | 10 | -1 | 11 | 21 | 37 | -98 | 0
FXIIa inh 1536 | -13 | 12 | 4 | -1 | 9 | -3 | -6 | 11
PPC-1+TRAIL kill | 13 | -4 | -9 | -8 | -8 | 36 | 8 | 2

41. O=C(O)C1CC(=O)N(c2ccc(F)c(F)c2)C1 (stereo unspecified)
42. COc1ccc(CCNC(=O)c2cc3sc(Cl)cc3n2C)cc1OC
43. COC(=O)c1c(C)[nH]c(C(=O)CSc2ccc(Cl)cc2)c1C
44. c1cncc(C(c2nnnn2C2CCCC2)N2CCCC2)c1 (stereo unspecified)
45. CCOc1ccc2c(c1)ncn2Cc1ccccc1
46. O=C(NCCCN1CCOCC1)c1cc2c(s1)CCCC2
47. CC(O)c1cc2c(cc1NC(=O)c1cnn3c1NC(c1ccco1)CC3C(F)(F)F)OCO2 (stereo unspecified)
48. CCn1c(CNC(=O)Cc2ccc(OC)cc2)nnc1SCC(=O)Nc1nccs1

Assay by compound | 41 | 42 | 43 | 44 | 45 | 46 | 47 | 48
PGE2 EP2 inh | 7 | 12 | 8 | 7 | 5 | 9 | 5 | 2
FXIa inh | -11 | -14 | -15 | 8 | 1 | 3 | 4 | 7
zVAD death inh | 1.6 | 6.7 | -0.1 | -0.3 | 0.1 | 0.0 | -0.6 | 0.2
TbHK1 inh | 1 | -4 | 50* | 4 | 0 | 7 | 6 | 0
TNF death inh | 0.2 | 3.7 | 0.5 | -0.8 | -0.2 | 1.3 | -2.7 | -0.6
Wee1 stabilizer | 2 | -1 | 0 | 6 | 3 | -2 | 2 | 11*
CHOP inh | 22 | -32 | 55 | 16 | 6 | -29 | 6 | -34
FXIIa inh 1536 | 18 | -8 | 13 | 15 | -1 | 8 | 12 | 4
PPC-1+TRAIL kill | -28 | 5 | 2 | -6 | 14 | 6 | -3 | 36

49. COc1cc(CC(=O)Nc2ccc3nc(C)sc3c2)cc(OC)c1OC
50. C/C(=N/NC(=O)c1cccs1)c1cccc(N)c1
51. Cc1ccccc1-n1c(SCC(=O)c2cc(C)n(C)c2C)nnc1-c1ccncc1
52. Cc1nn(C)cc1C(=O)NNC(=S)Nc1ccc(Cl)cc1
53. CCN(CC)C(=O)CN(c1cccc(Br)c1)S(C)(=O)=O

Assay by compound | 49 | 50 | 51 | 52 | 53
PGE2 EP2 inh | 12 | 1 | 7 | 6 | 19
FXIa inh | 11 | -4 | 10 | -3 | -5
zVAD death inh | 0.7 | -0.1 | -0.5 | -0.1 | 2.1
TbHK1 inh | 5 | -3 | 12 | -1 | 0
TNF death inh | 2.1 | 0.1 | -6.8 | -2.6 | 4.2
Wee1 stabilizer | -1 | 2 | 0 | 2 | -2
CHOP inh | -10 | -38 | 20 | -13 | 10
FXIIa inh 1536 | 9 | 4 | 20 | 5 | 5
PPC-1+TRAIL kill | -7 | 2 | -4 | -1 | 2

Only part of the results is shown. The share of hits here may be higher or lower than overall.
